SENP8 block = inhibitors of human SENP8 protease. purified SENP8, Z-RLRGG-aminoluciferin cleavage, luminescence. inhibition, % at 10 µM. actives 1.2% (n = 330,000). AID 2540
HKDC1 inh = HKDC1 (human) hexokinase inhibition; Q2TB90; recombinant HKDC1, G6PDH/diaphorase resazurin coupled fluorescence; inhibition, % at 20 µM; actives 0.16% (n = 340,000); AID 493160;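 active = inhibition above about 35% when tested at 20 µM, limit read from the data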;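 also: plate controls were DMSO wells with enzyme for no effect and DMSO wells lacking enzyme for full effect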
Target sequence (Q2TB90 whole entry, looked up): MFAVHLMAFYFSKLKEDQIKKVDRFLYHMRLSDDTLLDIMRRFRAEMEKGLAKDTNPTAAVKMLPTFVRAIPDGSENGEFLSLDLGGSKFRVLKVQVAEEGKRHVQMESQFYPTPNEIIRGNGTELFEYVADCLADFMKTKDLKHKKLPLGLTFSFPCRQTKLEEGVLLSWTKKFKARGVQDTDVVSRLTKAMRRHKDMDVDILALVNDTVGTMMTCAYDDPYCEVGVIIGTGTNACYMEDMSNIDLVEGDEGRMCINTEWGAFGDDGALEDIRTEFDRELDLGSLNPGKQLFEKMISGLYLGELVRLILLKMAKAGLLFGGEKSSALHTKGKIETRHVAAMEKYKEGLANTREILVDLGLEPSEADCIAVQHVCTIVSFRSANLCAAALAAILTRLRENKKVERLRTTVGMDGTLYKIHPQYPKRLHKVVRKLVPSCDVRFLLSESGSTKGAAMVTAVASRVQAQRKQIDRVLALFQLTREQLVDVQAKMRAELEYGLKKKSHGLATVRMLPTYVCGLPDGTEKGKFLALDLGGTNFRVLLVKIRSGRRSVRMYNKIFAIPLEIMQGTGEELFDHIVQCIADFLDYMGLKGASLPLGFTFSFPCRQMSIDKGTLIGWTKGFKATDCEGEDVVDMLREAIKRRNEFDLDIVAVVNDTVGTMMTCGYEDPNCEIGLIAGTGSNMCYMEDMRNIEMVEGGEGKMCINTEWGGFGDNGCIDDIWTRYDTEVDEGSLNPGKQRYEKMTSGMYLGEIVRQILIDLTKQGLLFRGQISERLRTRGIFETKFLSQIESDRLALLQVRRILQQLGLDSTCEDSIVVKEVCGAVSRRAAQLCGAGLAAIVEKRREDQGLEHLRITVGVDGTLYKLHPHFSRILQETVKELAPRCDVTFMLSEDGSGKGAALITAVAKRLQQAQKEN
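Assay system – recombinant HKDC1 (HK5) hexokinase enzyme, produced in-house · Input – HKDC1 at 5 µg/mL · Reagent – glucose plus 1 mM ATP as hexokinase substrates · Timing – 90 min reaction incubation at room temperature, dark · Measured by – G6PDH/diaphorase-coupled fluorescence, 1 mM NADP, 100 µM resazurin, 525/613 nm · Benchmarks – DMSO-enzyme wells negative, buffer-substituted wells positive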
Apaf-1 inh = blocks human Apaf-1 apoptosome activity | O14727 | reconstituted apoptosome caspase-3 activity, DEVD-Rh110 fluorescence | inhibition, % at 20 µM | actives 0.71% (n = 330,000) | AID 489030; active = inhibition of at least 40% at 20 µM;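 also: plate controls were DMSO wells for no effect and DEVD-CHO caspase inhibitor wells for full effect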
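Material: reconstituted apoptosome with Apaf-1, cytochrome c, caspase-9, procaspase-3, dATP. Technique: Rh110 fluorescence intensity. Buffer or medium: pH 7.5 Hepes buffer with CHAPS, BSA, DTT. Times: 30 min plus 50 min, RT.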
UBC13 polyUb = blocks human UBC13 polyubiquitin chain formation; TR-FRET; inhibition, % at 20 µM; actives 0.47% (n = 330,000); in the data active = inhibition above about 45%, passing the limit was not always enough
Gli-Sufu block = antagonists of Gli-Sufu signaling; Sufu-KO-LIGHT fibroblasts, Gli luciferase reporter luminescence; inhibition, % at 5 µM; actives 0.74% (n = 340,000); AID 588413;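 active = inhibition above about 55%, limit read from the data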;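 also: 0% = DMSO-treated cells and 100% = wells with medium but no cells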
Jurkat NFkB inh = lowers PMA/ionomycin-induced NF-kB signal in Jurkat cells; PMA/ionomycin-induced NF-kB luciferase reporter, luminescence; inhibition, % at 4 µM; actives 0.53% (n = 330,000)
SENP7 block = blocks the human protease SENP7 | Q9BQF6 | recombinant SENP7, Z-RLRGG-aminoluciferin luminescence, 40 min | inhibition, % at 5 µM | actives 1.5% (n = 330,000) | AID 434973;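 active = inhibition above about 50% at the single test dose, limit read from the data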;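 also: plate controls were DMSO with enzyme for no effect and no enzyme buffer wells for full effect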
697 NFkB inh = inhibitors of the PMA/ionomycin-induced NF-kB reporter in 697 B cells; 697 B-cell NF-kB luciferase reporter, 16 h; inhibition, % at 4 µM; actives 0.33% (n = 330,000); in the data active = inhibition above about 35%
* = called active by the depositor; · = no result given. Rule as the data show it, unless noted: active = inhibition above about 50%; inactive = the rest.

| SMILES | SENP8 block | HKDC1 inh | Apaf-1 inh | UBC13 polyUb | Gli-Sufu block | Jurkat NFkB inh | SENP7 block | 697 NFkB inh |
| --- | --- | --- | --- | --- | --- | --- | --- | --- |
| Cn1c(O)c(N=NC(=O)CNC(=O)c2ccccc2)c2cc(Br)ccc21 | -12 | -9 | 7 | -22 | 4 | -4 | -5 | 10 |
| Cc1noc(/C=C/N(C)C)c1S(=O)(=O)N1CCC(C(=O)NC(C)(C)C)CC1 | -1 | 0 | -4 | -10 | 1 | 2 | -5 | 9 |
| CN(C)CCCO[C@@H]1[C@H]2OC(C)(C)O[C@H]2O[C@@H]1[C@H](O)CO | -5 | -3 | -7 | -16 | 5 | -4 | -8 | 7 |
| COc1cc2oc(-c3ccc(O)cc3)cc(=O)c2c(OC)c1O | 3 | 5 | 1 | 25 | 16 | 3 | 4 | 14 |
| O=C(O)CCNC1CCCCC1 | 1 | -7 | -5 | 9 | -10 | 2 | -3 | 16 |
| CCOc1ccc(C(=O)Nc2nnc(SCC(=O)NCC3CCCO3)s2)cc1 (configuration not stated) | 18 | -4 | 10 | 2 | -51 | 10 | 47 | -95 |
| O=S(=O)(NCC1COc2ccccc2O1)c1ccc2ccccc2c1 (configuration not stated) | -3 | 0 | 11 | -1 | 1 | -1 | 4 | 12 |
| C=CCn1c(O)c(C(CC)=Nc2ccccc2NC(=O)CC)c(=O)[nH]c1=O | 6 | -10 | 4 | -4 | -5 | 1 | -4 | 0 |
| C=CCNc1nc(Nc2ccccc2F)nc(OCC)n1 | -2 | -5 | -2 | 6 | -56 | -45 | 2 | -45 |
| O=C(c1ccc(Cl)cc1)c1cnc(-c2ccc(Cl)cc2)s1 | -14 | -1 | 6 | -17 | -99 | -17 | -4 | 7 |
| Cc1cc(C(=O)N2CCN(S(=O)(=O)c3ccc(F)c(Cl)c3)CC2)c(C)o1 | -5 | -2 | 6 | 0 | 6 | 3 | 3 | 20 |
| COc1ccc(CC(=O)Oc2ccc(C(C)C)cc2)cc1S(=O)(=O)N1CCOCC1 | 16 | 2 | 12 | 1 | 1 | -12 | 1 | 16 |
| CCC(c1ccccc1)c1nnc(NC(=O)c2ccco2)s1 (configuration not stated) | -4 | 0 | -3 | -4 | -1 | -1 | 0 | -14 |
| CCc1ccc(C(C)NC(=O)C2(C)CC2(Br)Br)cc1 (configuration not stated) | -8 | -5 | 3 | -7 | 2 | -8 | -3 | -20 |
| COc1ccc(C(=O)CSc2ccc(-c3ccc(C)cc3)nn2)cc1 | 0 | 5 | 5 | -3 | 4 | 0 | -7 | -51 |
| CC(C)c1cc(NC(=O)CCl)on1 | -3 | -3 | -19 | 3 | -7 | -17 | -2 | 2 |
| COCCCNC(=O)C(=O)N/N=C/c1ccc(OCC(=O)Nc2cccc(Cl)c2C)c(OC)c1 | -3 | 6 | -6 | 3 | -12 | -7 | 5 | 9 |
| CN(C)/C=N/S(=O)(=O)c1cccn1-c1ncc(C(F)(F)F)cc1Cl | -8 | -4 | -13 | -4 | 13 | -2 | -1 | -12 |
| Cc1cc2cc(NC(=O)c3ccco3)ccc2[nH]1 | -11 | -11 | -24 | -7 | 10 | -84 | -4 | -87 |
| C=CCc1c(C)nc(SCc2ccccc2)[nH]c1=O | -30 | 0 | 10 | -6 | -22 | 9 | -18 | 0 |
| CC(=O)Nc1ccc(NC(=O)C2CCCN2/C=C/C(=O)C(F)(F)F)cc1 (configuration not stated) | 0 | 3 | -25 | 4 | 0 | 10 | 5 | 9 |
| C#CCOCCOCCOCCNc1nc(N2CCN(C(=O)CCCCCCCCCCNC(=O)Cn3cc(C[C@@H](C)O)nn3)CC2)nc(N2CCN(C(=O)CCCCCCCCCCNC(=O)[C@@H](CCSC)n3cc(CCO)nn3)CC2)n1 | 4 | -3 | 30 | 26 | 24 | 44 | 0 | 16 |
| Cc1cc(NC(=O)C(C)SCC(=O)N(C)CC(=O)Nc2ccccc2C(F)(F)F)no1 (configuration not stated) | -9 | -5 | -1 | 1 | -4 | -4 | 4 | -6 |
| COc1ccc(C2C(C(N)=O)=C(C)Nc3nc(-c4ccccc4Cl)nn32)c(OC)c1 (configuration not stated) | 5 | -4 | -6 | 5 | 0 | 5 | 0 | -1 |
| Cc1ccc(NC(=O)Nc2cccc(C)n2)c(C)c1 | 9 | -6 | -26 | 0 | -41 | -53 | 45 | -46 |
| O=C1NCCC/C1=N\Nc1ccc(Br)cc1 | -14 | -1 | -14 | -9 | -4 | -9 | -8 | -12 |
| C=CCn1c(-c2cccc([N+](=O)[O-])c2)n[nH]c1=S | -5 | -10 | -12 | 8 | -2 | 5 | -2 | 10 |
| Cc1ccc2oc(-c3cccc(NC(=O)Cc4cccs4)c3)nc2c1 | -11 | -1 | -7 | 0 | -36 | -4 | 75* | -14 |
| CCOc1ccccc1N1CCN(Cc2cnc(-c3ccccc3)[nH]2)CC1 | 1 | -2 | -20 | 13 | 5 | 5 | -3 | 22 |
| CCOC(=O)C1CNc2cc(S(=O)(=O)CC)ccc2O1 (configuration not stated) | 11 | -2 | -23 | -1 | 3 | 4 | -5 | 12 |

Other compounds
Compound,SENP8 block,HKDC1 inh,Apaf-1 inh,UBC13 polyUb,Gli-Sufu block,Jurkat NFkB inh,SENP7 block,697 NFkB inh
C[C@H](CO)N1C[C@H](C)[C@@H](CN(C)C(=O)Nc2ccccc2)Oc2ccc(NS(=O)(=O)c3cn(C)cn3)cc2C1=O,-4,-6,0,-16,-11,0,-6,-9
O=C(CSc1ccc2nnc(-c3ccc(Cl)cc3)n2n1)N1CCCc2ccccc21,-9,-7,11,27,23,11,-5,-1
CN1CCN(C(=O)c2ccc(Cl)cc2)CC1,12,6,0,0,13,-2,-1,-8
Cc1nc(-c2ccccc2)cc(N2CCCC2)n1,4,1,-12,14,-6,8,-1,-1
CC1(C(=O)OCC(=O)Nc2nc(-c3ccc(F)c(F)c3)cs2)CC1(Cl)Cl (configuration not stated),-6,2,12,4,13,-29,-10,-4
CCOC(=O)N1CCN(C(=O)CSc2nc(-c3cccc(C)c3)ns2)CC1,-4,-1,6,7,8,-10,3,9
Cc1cc(C)n(CC(=O)O)c(=O)c1[N+](=O)[O-],6,1,-11,-3,0,2,1,15
CC1(C)Cc2cccc(C(=O)Nc3ccc(Cl)cc3)c2O1,-6,2,17,4,-14,-8,-6,-18
COCCc1nnc(NC(=O)C(C)C)s1,-7,-2,-7,8,6,22,3,8
CCOC(=O)c1cc(C)n(CCc2ccccc2)c1C,-12,0,6,-6,-16,-30,-13,-85
Cc1cnc(NC(=O)Cn2cnc3c2c(=O)n(C)c(=O)n3C)s1,3,-5,-10,-7,-2,6,0,16
CCOc1ccc(N(CC(=O)N2CCOCC2)S(=O)(=O)c2ccc(SC)cc2)cc1,0,-4,12,-4,-4,6,4,19
Cc1nc2c(cc1C(=O)N/N=C/c1ccc(O)c(O)c1)c(=O)n(C)c(=O)n2C,-6,-8,-7,14,1,5,-8,-7
COc1ccc(Br)cc1/C=N/NC(=O)c1ccco1,-1,-10,-4,5,16,-2,-3,6
Fc1ccc(OCc2nn3c(Cn4nnc5ccccc54)nnc3s2)cc1,-2,0,37,8,1,8,5,-8
O=C1CCC(=O)N(O)CCCCCNC(=O)CCC(=O)N(O)CCCCCNC(=O)CCC(=O)N(O)CCCCCN1,3,-6,-7,8,0,23,3,19
O=C1/C(=C\c2ccc(O)cc2)SC(=S)N1Cc1ccccc1,78*,2,2,-56,-11,8,8,3
CCN1CCN(C(=O)c2cc(S(=O)(=O)Nc3ccc(S(C)(=O)=O)cc3)ccc2Cl)CC1,0,7,0,1,-7,0,2,6
CN(C)c1ccc(C2N(c3ccc(F)cc3)C(=O)C3CCCN32)cc1 (configuration not stated),-4,-3,-2,-14,-5,3,-2,-6
Cc1nnsc1C(=O)Nc1ccc(Cl)cc1Cl,-10,-4,5,-8,-9,2,-5,12
O=C(c1ccco1)N(Cc1cccc([N+](=O)[O-])c1)c1ccc(Br)cc1,-4,-5,30,-8,2,-18,1,-22
COC(=O)C1=C(C)N(CCc2c[nH]c3ccc(OC)cc23)C(=O)C1,2,-1,-9,4,·,2,3,14
CCCCCNC(=O)c1ccc2c(=O)[nH]c3c(C(=O)NCC4CCCO4)sc(=S)n3c2c1 (configuration not stated),28,25,7,-8,-8,-8,2,7
Cc1cc(C(=O)Nc2cccc(NC(=O)c3ccco3)c2)ccc1[N+](=O)[O-],-8,1,1,-16,13,-14,43,7
O=C(CCCSc1nc2ccccc2[nH]1)NC1=NCCS1,-1,-1,4,5,5,1,9,1
CCOC(=O)Nc1ccc(C)cc1NC(=O)OCC,0,-6,-6,-2,-16,-8,9,4
C[C@@H]1O[C@@H](OC[C@H]2O[C@@H](Oc3cc(O)c4c(=O)cc(-c5ccc(O)c(O)c5)oc4c3)[C@H](O)[C@@H](O)[C@@H]2O)[C@H](O)[C@H](O)[C@H]1O,7,-5,3,-16,-4,11,5,9
CN1C(=O)C(O)(CC(=O)c2ccccn2)c2cc(Br)ccc21 (configuration not stated),7,-3,-2,-1,11,11,4,15
Nc1ccc(-c2nc3cc(N)ccc3n2CCO)cc1,-1,-2,-14,11,-13,8,4,15
O=C(Nc1ccccc1C1CC1)c1cccs1,-2,-12,1,6,-5,5,3,4
Cc1cc(C)nc(NC(=S)Nc2ccc(F)cc2F)c1,1,-8,-4,7,-7,-1,4,-17
CCc1cccc(NS(=O)(=O)c2ccc3c(c2)n(C)c(=O)n3C)c1,8,0,4,2,32,-4,5,-30
Cc1cccc(-c2nnc3n2N=C(c2ccc(Br)cc2)CS3)c1,7,-3,11,-2,6,20,7,15

Bioassay records: PubChem, Sanford-Burnham Center for Chemical Genomics
